Mtb RmlCD inh: inhibitors of Mycobacterium tuberculosis RmlC and RmlD coupled enzymes | P9WH09+P9WH11 | RmlC+RmlD coupled enzyme assay, percent inhibition; primary screen in compound mixtures | inhibition, % at 3.6 µM | hit rate 0.03% among 160,000; in the data active = inhibition mostly above about 34%, no sharp cut-off; note: some results filed as inactive read as strong as hits
Target sequence (P9WH09 whole entry, looked up): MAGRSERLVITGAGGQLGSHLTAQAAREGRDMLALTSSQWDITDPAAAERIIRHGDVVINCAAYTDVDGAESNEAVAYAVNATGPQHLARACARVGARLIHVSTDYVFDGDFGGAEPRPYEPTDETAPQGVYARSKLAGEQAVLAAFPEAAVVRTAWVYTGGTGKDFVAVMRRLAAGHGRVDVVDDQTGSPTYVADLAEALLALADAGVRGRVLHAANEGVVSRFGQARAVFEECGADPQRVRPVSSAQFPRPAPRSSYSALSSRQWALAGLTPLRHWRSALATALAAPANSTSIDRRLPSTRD
Target sequence (P9WH11 whole entry, looked up): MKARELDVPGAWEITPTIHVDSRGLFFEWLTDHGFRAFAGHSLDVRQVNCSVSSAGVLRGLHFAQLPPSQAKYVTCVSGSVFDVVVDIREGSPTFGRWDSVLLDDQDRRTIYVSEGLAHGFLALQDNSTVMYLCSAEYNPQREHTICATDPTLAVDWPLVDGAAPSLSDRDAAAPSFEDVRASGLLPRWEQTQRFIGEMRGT
GlmU inhibition: inhibition of mycobacterial GlmU enzyme – biochemical, glucosamine-1-phosphate acetyltransferase (AID 1376) | M. tuberculosis GlmU acetyltransferase enzyme assay; higher % means a stronger effect | one-dose inhibition, %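 (tested at 30 µM in the primary screen)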; IC50 in µM for titrated hits | hit rate 0.25% among 220,000; in the data active = inhibition above about 13%;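 note: 0% = complete reaction with vehicle and 100% = reaction without substrate; strong numbers were not always called active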
Active calls of the source: *; nt = no result given.

A first look:
SMILES | Mtb RmlCD inh | GlmU inhibition
CC1(C)CC2CC(C)(CN2C(=O)C23CCC(C)(C(=O)C2)C3(C)C)C1 (stereo not given) | 3.0 | 6.6%
Cc1cccn2c(CN(C)C3CCCc4ccccc43)c(C(=O)N3CCOCC3)nc12 (stereo not given) | -10.8 | 2.6%
COCCn1c(C)cc(C(=O)CN2CCCCC2)c1C | -7.5 | 6.0%
C=CCN(c1ccc(C(=O)Nc2ccc(C)cc2)cc1)S(C)(=O)=O | 4.6 | -2.5%
Cc1nnc(C)n1/N=C/c1cccs1 | nt | 1.6%
O=C1NC(=O)N(Cc2ccco2)C(=O)/C1=C/c1cccn1CCOc1ccccc1Cl | 5.1 | -1.1%

Results (from the top)
SMILES | Mtb RmlCD inh | GlmU inhibition
CC1(C)CC2CC(C)(CN2C(=O)C23CCC(C)(C(=O)C2)C3(C)C)C1 (stereo not given) | 3.0 | 6.6%
Cc1cccn2c(CN(C)C3CCCc4ccccc43)c(C(=O)N3CCOCC3)nc12 (stereo not given) | -10.8 | 2.6%
COCCn1c(C)cc(C(=O)CN2CCCCC2)c1C | -7.5 | 6.0%
C=CCN(c1ccc(C(=O)Nc2ccc(C)cc2)cc1)S(C)(=O)=O | 4.6 | -2.5%
Cc1nnc(C)n1/N=C/c1cccs1 | nt | 1.6%
O=C1NC(=O)N(Cc2ccco2)C(=O)/C1=C/c1cccn1CCOc1ccccc1Cl | 5.1 | -1.1%
Cn1cc(CN2CCCC(CO)(Cc3cccc(Cl)c3)C2)cn1 (stereo not given) | nt | -2.0%
C[C@H]1CCC[C@H](O)CCCCCc2cc(O)cc(O)c2C(=O)O1 | 6.5 | 3.5%
COc1ccccc1CC(Cc1nc2ccccc2[nH]1)c1nc2ccccc2[nH]1 (stereo not given) | 6.5 | 1.3%
Cn1cc(/C=N\NC(=O)C2COc3ccccc3O2)c2ccccc21 (stereo not given) | nt | 4.7%
O=C(Cc1ccccc1)N/N=C/c1cc(Br)c(Br)o1 | -3.8 | -0.7%
O=C(NN1C(=O)C2C3c4ccccc4C(c4ccccc43)C2C1=O)C1CC1 (stereo not given) | -8.9 | -4.6%
Nc1ccc(NC(=O)c2cccs2)cc1 | nt | 1.5%
COc1ccc([C@H]2/C=C\CN(S(=O)(=O)/C=C/c3ccccc3)[C@@H](C)C(=O)N2Cc2ccc(F)cc2)cc1 | nt | 1.4%
COCc1[nH]nc2c1C(c1ccsc1)C(C#N)=C(N)O2 (stereo not given) | 12.0 | 4.3%
Oc1ccc(Br)cc1CNn1cnnc1 | -2.8 | -1.9%
Nc1cc(=O)[nH]c(SC/C=C/c2ccccc2)n1 | nt | 1.8%
COc1cc(NC(=O)CCc2nc(-c3cccs3)no2)cc(OC)c1OC | -6.2 | -5.8%
COc1ccc(Nc2ncc(C(=O)O)c3ccccc23)cc1 | nt | 5.4%
Cc1cc(C)nc(SCC(=O)Nc2nonc2N)n1 | -8.8 | -11.0%
CC1CCc2c(sc3nc(CN4CCOCC4)nc(Sc4ccccc4)c23)C1 (stereo not given) | nt | -4.4%
COc1ccc(C2(CNC(=O)c3ccc(OCC(C)C)cc3)CCOCC2)cc1 | 1.1 | -5.2%
Cc1c(NC(=O)Nc2ccc(Cl)cc2)c(=O)n(-c2ccccc2)n1C | 4.1 | 3.6%
COC(=O)C1=C(C)N(C)C(C)=C(C(=O)OC)C1c1ccccn1 | -2.0 | -0.7%
Cc1ncc2c(c1OC(=O)c1ccc([N+](=O)[O-])cc1)COC(C)(C)OC2 | nt | -0.8%
Cc1ccc(C)c(NC(=O)Cn2nc(C(F)(F)F)cc2C2CC2)c1 | 0.3 | -0.3%
COc1cc2c(cc1OC)C(C)N(S(=O)(=O)c1cn(C)c(C)n1)CC2 (stereo not given) | -43.2 | -1.5%
Cc1ccc(N(C(=O)CCC(=O)Nc2cc(C)on2)C(C(=O)NC2CCCC2)c2cccs2)cc1 (stereo not given) | 16.0 | -5.5%
Cc1ccc([N+](=O)[O-])cc1N/C=C/C(=O)c1ccco1 | nt | -0.1%
CN(C)c1ccc(C(CNC(=O)c2ccc(F)cc2)c2c[nH]c3ccccc23)cc1 (stereo not given) | -5.3 | 0.9%

The closing 6 records of the section above come first, to join the parts.
SMILES | Mtb RmlCD inh | GlmU inhibition
Cc1ncc2c(c1OC(=O)c1ccc([N+](=O)[O-])cc1)COC(C)(C)OC2 | nt | -0.8%
Cc1ccc(C)c(NC(=O)Cn2nc(C(F)(F)F)cc2C2CC2)c1 | 0.3 | -0.3%
COc1cc2c(cc1OC)C(C)N(S(=O)(=O)c1cn(C)c(C)n1)CC2 (stereo not given) | -43.2 | -1.5%
Cc1ccc(N(C(=O)CCC(=O)Nc2cc(C)on2)C(C(=O)NC2CCCC2)c2cccs2)cc1 (stereo not given) | 16.0 | -5.5%
Cc1ccc([N+](=O)[O-])cc1N/C=C/C(=O)c1ccco1 | nt | -0.1%
CN(C)c1ccc(C(CNC(=O)c2ccc(F)cc2)c2c[nH]c3ccccc23)cc1 (stereo not given) | -5.3 | 0.9%
C=CCN1C(=O)C(Cc2ccccc2)SC1=Nc1ccc(C(=O)O)cc1 (stereo not given) | -9.9 | 1.7%
Cc1nc2ccc(NC(=S)NC(C)C)cc2nc1C | -8.1 | 3.0%
CC(=O)NCCCc1nc2ccccc2n1Cc1ccccc1F | 43.8 | -4.7%
COc1ccccc1-n1cnc(N)c1C(C)=O | -14.2 | -5.8%
CCn1c(=O)c(C(C)=O)nc2ccccc21 | -3.6 | 2.7%
O=C(Cc1ccccc1)NN1C(=O)C2C3C=CC(C4CC34)C2C1=O (stereo not given) | -4.3 | 1.8%
O=c1cccc2n1CC1CC2CN(S(=O)(=O)c2ccccc2)C1 (stereo not given) | -14.3 | 0.5%
O=c1c2ccccc2nc(/C=C/c2cccnc2)n1CCc1ccccc1 | -18.6 | 3.2%
O=C1C(=O)N(CCN2CCOCC2)C(c2cccnc2)/C1=C(/O)c1ccccc1 (stereo not given) | 5.2 | 5.3%
O=C(C1CCN(C2CCN(Cc3ccc4c(c3)CCO4)CC2)CC1)N1CCCC1 | 3.6 | 0.2%
Cc1nc2ccccc2c(=O)n1-c1ccc(F)cc1F | -5.3 | 2.0%
COc1cc(C(=O)Nc2ccc(S(=O)(=O)Nc3nccc(C)n3)cc2)cc(OC)c1OC | 4.3 | 4.8%
CCN(c1ccccc1)S(=O)(=O)c1ccc(Cl)c(C(=O)NCCc2ccc(OC)cc2)c1 | 4.9 | -1.4%
COc1ccc(-n2cc(-c3ccc(Br)cc3)[nH]c2=S)cc1 | 9.6 | -8.6%
COc1ccccc1CNC(=O)CSCc1cnn(-c2ccccc2)c1-n1cccc1 | -10.7 | 2.8%
CC(=O)Nc1scc(C)c1-c1nc2ccccc2s1 | -9.7 | -0.8%
CCC(=O)c1cc2c(cc1NC(=O)c1cccs1)OCCO2 | nt | -0.8%
COc1ccc(-n2c(CN3CCC(C(N)=O)CC3)nc3ccc([N+](=O)[O-])cc3c2=O)c(OC)c1 | -9.1 | -0.2%
COC(=O)c1ccc(CSc2nc3c(c(=O)n2-c2ccc(Br)cc2)SCC3)o1 | -3.9 | 6.6%
O=C(NC1CCCCC1)c1cccc(S(=O)(=O)N2CCOCC2)c1 | -3.5 | -3.3%
O=[N+]([O-])c1ccc2[nH]c(O)c(N=NC3CCS(=O)(=O)C3)c2c1 (stereo not given) | -8.9 | 3.7%
O=C(/C=C/c1cccs1)Nc1nccs1 | -0.9 | 0.7%
CCCc1cc(C(N)=O)c(NC(=O)c2cc(C)on2)s1 | nt | 2.2%
CC1(CC(=O)NNC(=O)Nc2ccccc2)OCCCO1 | 2.9 | 2.7%
CCOC(=O)Cn1c(=O)c2c(nc(N3CCOCC3)n2C)n(C)c1=O | nt | 0.8%
C=CCOc1c(CNc2ccc3[nH]c(=O)[nH]c3c2)cccc1OC | -0.5 | -3.7%
Oc1ccc(C=Nc2ccccc2-c2nc3ccccc3[nH]2)c(O)c1 | -8.9 | 5.9%
OC1(c2ccc(Cl)cc2)CCN(Cc2nc(-c3cnccn3)no2)CC1 | nt | -2.1%
Fc1ccc(-c2nnc(SCc3cccnc3)o2)cc1 | 1.5 | 1.7%
CCCCOc1ccc(C(=O)CCN2CCCCC2)cc1 | nt | -2.5%
CCc1cccc(NC(=O)C(NC(=O)C2CCCCC2)C(C)C)c1 (stereo not given) | 2.8 | 6.3%
COC(=O)c1ccncc1N | -6.5 | -0.1%
CCOc1ccccc1NC(=O)CSc1nnc(-c2cnccn2)n1CC | nt | 4.9%
CC(=O)c1cc2c(cc1NC(=O)CN1CCN(c3cccc(C(F)(F)F)c3)CC1)OCO2 | nt | 7.2%
O=C(O)c1cc(C(F)(F)F)nc2c(C(F)(F)F)cccc12 | nt | 2.6%
COc1cc(C2C(C(=O)c3ccc(C)o3)=C(O)C(=O)N2c2cc(C)on2)ccc1O (stereo not given) | -7.6 | 5.4%
CCOC(=O)C(C(=O)OCC)[C@@H]1CS(=O)(=O)C[C@H]1C(C(=O)OCC)C(=O)OCC | -7.0 | 1.3%
COc1cc(NC(=O)c2ccccc2[N+](=O)[O-])c(C(=O)O)cc1OC | -1.9 | -2.7%
O=S(=O)(c1ccc2c(c1)OCCO2)N1CCc2ccccc21 | -6.4 | 2.3%
COc1cc(NC(=S)NCC2CCCO2)c(OC)cc1Cl (stereo not given) | -5.9 | -3.4%
O=C(Nc1ccccc1Sc1ccccc1)c1ccc(F)cc1 | nt | -4.0%
CC(C)(C)c1nnc(N/N=C/c2ccccc2O)n(N)c1=O | nt | -3.9%
c1ccc(-c2cc(N3CCOCC3)nc(-c3ccccc3)n2)cc1 | nt | -5.6%
O=C(CSc1nnc(C2COc3ccccc3O2)o1)N1CCCCC1 (stereo not given) | 14.8 | 4.2%
O=C(Nc1nccs1)C1CC(=O)N(Cc2ccco2)C1 (stereo not given) | 17.4 | 0.1%
Cc1cccc2cc(C(c3nnnn3C3CCCC3)N3CCOCC3)c(=O)[nH]c12 (stereo not given) | nt | 0.7%
CCC(C)[C@@H](N)C(=O)N/N=C/c1ccc2ncccc2c1 (stereo not given in full) | 4.7 | -0.6%
CCOc1ccc(CN2CCN(Cc3cccn3-c3nccs3)CC2CCO)cc1 (stereo not given) | 71.5 | -3.4%
CCOc1ccc(C(=O)CCC(=O)O)cc1 | -6.3 | -1.8%
Cc1c(C)c2cc(Cl)c(OCc3nn[nH]n3)cc2oc1=O | 24.1 | 7.5%
CCc1sc(C(=O)NC2CCN(C)CC2)cc1Br | 5.2 | -0.5%
CC(C)CN=C(NS(=O)(=O)c1ccccc1)C(Cl)(Cl)Cl | -14.7 | -1.6%
Cc1cccc(-n2c(SCC(=O)Nc3nonc3C)nnc2-c2ccoc2C)c1 | nt | 5.7%
O=C(c1ccccc1)N1CCN(C2CC(=O)N(CCc3ccccc3)C2=O)CC1 (stereo not given) | 27.5 | 2.8%
COC(=O)Cn1c(=NC(=O)CSCC(=O)NC2CCCCC2)sc2cc(OC)ccc21 | nt | 8.7%
Brc1ccccc1-c1nnc(SCc2nc3ccccc3s2)o1 | -3.9 | -1.0%
CC(C)CCNC(=O)CN(Cc1cccs1)C(=O)CCC(=O)Nc1nccs1 | 3.3 | -3.6%
CC(C)=CCSc1nnc([C@@H](N)Cc2c[nH]c3ccccc23)o1 | nt | 0.8%
N/C(CN1CCCC1=O)=N\OC(=O)c1ccc(Cl)c(Cl)c1 | nt | 2.9%
COc1ccc(NC(=O)C2CC2)cc1NS(=O)(=O)c1ccc(F)cc1 | nt | -4.0%

Next results follow:
SMILES | Mtb RmlCD inh | GlmU inhibition
Cc1ccc(OCCN2C(=O)C(=O)c3cccc(C)c32)cc1 | -0.6 | 6.9%
COc1ccc(/C=C2\SC(=S)NC2=O)cc1OS(=O)(=O)c1ccc(NC(C)=O)cc1 | 20.6 | 4.7%
CCOC(=O)c1oc2ccccc2c1NC(=O)COC | 8.4 | 1.0%
COC(=O)C1=C(C)N(c2ccc(OC)c(OC)c2)C(=O)/C1=C\c1cccs1 | 9.5 | -4.4%
CCn1c(=O)c2cc(C(=O)Nc3ccccc3OC)sc2c2ccccc21 | -0.7 | 4.3%
O=C(NC(=S)N1CCN(Cc2ccc3c(c2)OCO3)CC1)c1cccc(Br)c1 | -10.1 | 8.4%
CSc1nc(C)c2c(n1)OC(CN1C(=O)c3ccccc3C1=O)C2 (stereo not given) | nt | 3.6%
NC(=O)CSc1nnc(-c2cccs2)n1Cc1ccco1 | nt | -1.5%
O=C(COc1ccccc1[N+](=O)[O-])N/N=C/c1ccc(O)cc1 | nt | 0.9%
Nc1ccc(Oc2c(Cl)cccc2Cl)nc1 | -6.7 | -2.1%
COc1ccc(CS(=O)/C(Cl)=C(/Cl)C(=O)Nc2ccc(OC)nc2)cc1 (stereo not given) | -0.1 | 14.6%*
Cc1oc(C(C)(C)C)cc1C(N)=O | 10.2 | -3.0%
COc1ccc(-n2cc(CNCCCn3ccnc3)c(-c3ccccc3Cl)n2)cc1 | -2.0 | -12.0%
C=CCNC(=O)CN1CCC(NC(=O)c2ccco2)CC1 | 4.4 | -1.3%
CCOC(=O)C1CCN(C(=S)Nc2ccccc2)CC1 | 6.0 | -2.3%
CN1CCN(C(=O)c2sc(=S)n(-c3ccccc3)c2N)CC1 | nt | 3.2%
O=C(/C=C/c1ccc(Br)cc1)NCc1cccs1 | 2.1 | -6.5%
CCOc1ccc(CCNC(=O)C2CCN(C(=O)N(C)C)CC2)cc1OCC | -4.8 | 1.2%
COc1ccc(Cl)cc1NC(=O)C(=O)NC1CCCCCC1 | nt | 0.6%
CC(=O)c1ccc(N(C)C)cc1 | nt | 3.0%
Cc1noc(NS(=O)(=O)c2ccc(NC(=O)CSc3ncccn3)cc2)c1C | nt | 1.2%
Cc1cc(C(=O)OCC(=O)Nc2cc(C)on2)c2ccccc2n1 | 3.7 | -0.3%
OCCCNc1c2c(nc3cc(-c4ccc(Cl)cc4)nn13)CCC2 | nt | -3.1%
CC1CC(C)CN(c2ncnc3c2cnn3Cc2ccc(Cl)cc2)C1 (stereo not given) | nt | 2.4%
O=C1C(=Cc2cccn2-c2ccccc2)C(=O)c2ccccc21 | nt | 2.3%
Cc1ccc(S(=O)(=O)N2CCOCC2)cc1NC(=O)COc1ncnc2ccccc12 | -10.9 | -4.8%

The list is partial; rates above refer to the full screens.
